Screening results deposited in PubChem BioAssay by National Center for Advancing Translational Sciences (NCATS).
ATXN2 expr inh: inhibitors of ATXN2 expression; HEK-293 ATXN2-luciferase reporter, luminescence, 24 h; Potency, µM (top dose mostly 57 µM), for the others: at the top dose activity change, negative = inhibition, actives largely listed as inhibitors; actives 0.72% (n = 360,000); AID 1745845; further: potency means the concentration at half of the fitted maximal effect; on the % scale 0 is the no-effect control and ±100 the full control effect; nearly all actives have a fitted effect of over 55% in size
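qHTS (up to 57 uM final) was run with 24 h compound exposure of reporter cells at 37 °C. Each well was multiplexed: SteadyGlo luminescence measured ATXN2-luciferase expression after a fluorogenic Gly-Phe-AFC viability readout (25 uM final).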
HT1080 IDH1KD tx: toxicity to HT-1080 IDH1 knockdown cells (counter line). AID 686971. HT-1080 IDH1 knockdown viability, ATP luminescence, 48 h. actives 2% (n = 360,000). Potency, µM (top dose mostly 46.1 µM), for inactives: top-dose activity, negative = toxicity, usual class: cytotoxic;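 further: potency means the concentration at half of the fitted maximal effect; 0% = DMSO wells and -100% = cell-free medium wells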
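IDH1KD HT-1080 cells, 750/well, RPMI + 5% FBS; compound pinned after 2 h settling; 48 h, 37 °C; CellTiter-Glo luminescence; % activity normalised to DMSO and no-cell wells; curves fitted, classed by r2 and efficacy.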
KB-3-1 tox: kills parental KB-3-1 adenocarcinoma cells | KB-3-1 viability, CellTiter-Glo ATP luminescence, 72 h | Potency, µM (doses to about 46.1 µM), without a hit: at the highest dose activity change, negative = cytotoxic, actives largely listed as cytotoxic | actives 1.4% (n = 400,000); further: potency means the concentration at half of the fitted maximal effect; on the % scale 0 is the no-effect control and ±100 the full control effect; nearly all actives have a fitted effect of over 60% in size
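72 h, 37 °C compound treatment of KB-3-1 parental cells; CellTiter-Glo added, 10 min, luminescence read. Data corrected against DMSO-only plates and normalized before curve fitting.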
WRN inhibitor: WRN helicase (human) inhibition; Potency, µM (titrated, usually from 114 µM), without a hit: at the top dose activity change, negative = inhibition, hits mostly inhibitors; actives 0.46% (n = 360,000); WRN helicase unwinding, fluorescent forked duplex, kinetic; AID 651768; further: potency means the concentration at half of the fitted maximal effect; on the % scale 0 is the no-effect control and ±100 the full control effect; nearly all actives have a fitted effect of over 55% in size
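Kinetic fluorescence helicase assay: unwinding of a quenched forked DNA duplex (100 nM final) with 2 mM ATP final raises red fluorescence (525/598 nm). Compounds sat 15 min at room temperature with 20 nM WRN beforehand.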
HT1080-NT tox: kills 2HG-producing HT-1080-NT fibrosarcoma cells; actives 1.6% (n = 360,000); HT-1080-NT fibrosarcoma viability, CellTiter-Glo ATP luminescence, 48 h; Potency, µM (top dose mostly 46.1 µM), for inactives: top-dose activity, negative = less viability, most hits filed as cytotoxic;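 further: NT is the 2HG producing partner of a matched IDH1 knockdown line; potency means the concentration at half of the fitted maximal effect; 0% = DMSO-treated cells and -100% = media-only wells without cells; nearly all actives have a fitted effect of over 55% in size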
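Compounds were tested in concentration-response format on HT-1080-NT cells for 48 hours at 37 degrees C. Cell viability came from CellTiter-Glo luminescence; curves were classified by r2, response magnitude and activity.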
SW480 rerep: DNA re-replication induction in SW480 cells | Potency, µM (doses to about 46.1 µM), inactives show at the highest dose re-replication activation, most hits filed as activators | SW480 DNA re-replication, Hoechst DNA content imaging, 48 h | actives 1.8% (n = 340,000); further: potency means the concentration at half of the fitted maximal effect; % of control where 0% means no effect; nearly all actives have a fitted effect of over 55% in size
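SW480 cells exposed to compounds for 48 hr at 37 C, 5% CO2, then Hoechst-stained 40 min. Nuclear DNA content imaged by fluorescence scanning (405 nm excitation, 500-530 nm emission); re-replication scored as increased high-intensity nuclei.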
KB-V1 MDR tox: kills drug-selected multidrug resistant KB-V1 cells | KB-V1 MDR cells viability, CellTiter-Glo, 72 h | Potency, µM (doses to about 46.1 µM), inactives show at the top dose activity change, negative = cytotoxicity, hits mostly cytotoxic | actives 3.4% (n = 400,000) | AID 1347076; further: potency means the concentration at half of the fitted maximal effect; on the % scale 0 is the no-effect control and ±100 the full control effect; nearly all actives have a fitted effect of over 60% in size
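Luminescent ATP read-out (CellTiter-Glo, 10 min) measures survival of drug-selected KB-V1 MDR cells after 72 h, 37 degrees C compound exposure. Medium: phenol-red-free DMEM, 10% FBS. Values from fitted concentration-response curves.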
IL1B secr inh: inhibitors of inflammasome signaling (IL-1 beta secretion); THP-1 LPS/ATP IL-1B secretion, AlphaLISA, 16 h; stronger effect = lower value; activity change, % at 57.5 µM; actives 4.7% (n = 360,000); in the data active means activity change below about -50%; inconclusive means mostly about -30% to -49%; further: on the % scale 0 is the no-effect control and ±100 the full control effect
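THP-1 cells pretreated 1 hr with compounds (up to 57.5 uM final), then stimulated with LPS (250 ng/mL final) plus ATP (1.25 mM final); secreted IL-1B measured by AlphaLISA after 16 hr, decreased signal indicating inhibition.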
MCF10A rereplic: induces DNA re-replication in MCF 10a normal breast cells; Potency, µM (top dose mostly 46.1 µM), without a hit: at the highest dose activity, positive = re-replication, usual class: activators; MCF 10A DNA re-replication, Hoechst nuclear intensity, 48 h; actives 2.9% (n = 350,000); further: potency means the concentration at half of the fitted maximal effect; % of control where 0% means no effect; nearly all actives have a fitted effect of over 50% in size
* marks the source's active call; other numbers are inactive results; i = inactive; ? = inconclusive; / = no result given; [ ] = remark or other dose. Unless noted, the call rests on the fitted dose curve; in most records, active means well fitted curve in the direction sought with a large enough effect; inconclusive means small, poorly fitted or top-dose-only effect, or another doubt; inactive means no such curve, though single readings can be large; an effect the other way counts as inactive or inconclusive.

SMILES	ATXN2 expr inh	HT1080 IDH1KD tx	KB-3-1 tox	WRN inhibitor	HT1080-NT tox	SW480 rerep	KB-V1 MDR tox	IL1B secr inh	MCF10A rereplic
CN(C)CCCN1C(=O)C(=O)/C(=C(/O)c2ccncc2)C1c1ccccc1 (configuration not stated)	-7%	16%	19%	1%	12%	-5%	?	21	-3%
Cc1ccccc1NC(=S)N(C)CCc1ccccn1	2%	4%	14%	-18%[57.1 µM]	9%	-4%	-24%	2	0%
COc1ccc(CCn2nnnc2C(c2ccc(C)cc2)N2CCN(C)CC2)cc1OC (configuration not stated)	-2%	5%	8%	5%	3%	-11%	8%	-4	-1%
CC(C)(C)Sc1nc(O)cc(=O)[nH]1	-6%	8%	-5%	3%	16%	-3%	10%	21	-2%
Cc1ccc(S(=O)(=O)Nc2ccnc3ccccc23)cc1	0%	-7%	0%	-8%	-12%	-5%	0%	-8	8%
CC(C)CNC(=O)CSc1nnc(CN2CCCCCC2=O)n1-c1ccccn1	-4%	0%	-6%	-7%	?	6%	-4%	1	?
CCOC(=O)c1c(-c2ccc(F)cc2)csc1/N=C/N(C)C	-17%	-11%	5%	2%	3%	?	?	-87*	6%
Cn1c(=O)c(C(=O)NCCCc2ccccc2)c(O)c2ccccc21	/	6%	-1%	-6%	14%	-5%	-2%	5	9%
N#Cc1ccccc1S(=O)(=O)N1CCNS(=O)(=O)c2ccccc21	10%	11%	25%	8%	14%	2%	?	6	6%
Cc1ccc(N(CC(=O)NCc2ccncc2)S(C)(=O)=O)cc1	9%	-5%[9.24 µM]	?	9%	3%	-9%	1%	18	2%
COCCNC(=O)c1c[nH]c2ccc(S(=O)(=O)Nc3ccccc3F)cc2c1=O	1%	-13%	0%	-6%	-12%	-3%	-2%	-1	1%
C=C(C)C(=O)Nc1cccc(C2=NOC3(C2)C[C@H](C(N)=O)N(C(=O)c2ccccc2C(=O)c2ccccc2)C3)c1 (some centres not stated)	2%	0%	2%	?	-3%	10%	3%	10	-11%
COC(=O)CNC(=O)CSc1nc(N)cc(=O)[nH]1	11%	7%	-2%	2%	5%	1%	3%	15	4%
CCCCc1c(O)nc2n(c1=O)CCS2	-3%	-16%	-7%	-7%	0%[9.24 µM]	-2%	19%	17	-8%
O=C(O)CCCC(=O)N1N=C(c2ccccc2)CC1c1cccs1 (configuration not stated)	2%	7%	11%	4%	11%	-6%	10%	9	-13%
CCOC(=O)C1=C(C)OC(=Cc2ccccc2)C1=O	/	0%	17%	-12%	8%	/	6%	32	/
Cc1cc(S(=O)(=O)Nc2cccc(O)c2)c(C)s1	-3%	-9%	3%	-4%	-1%	1%	7%	-6	?
CCN(CC)C(=O)CSc1ncnc2c1cnn2-c1ccccc1	44%[activator]	-16%	-1%	-10%	-19%	-2%	?	-12	13%
CCN(CC)c1ccc2oc(=O)c(C)nc2c1	?	?	1%	?	?	?	-2%	0	20%
Cc1sc2ncnc(SCC(=O)N(C(C)C)C(C)C)c2c1C	-11%	13%	1%	2%	9%	20%	7%	13	0%
O=C(Nc1ccc(F)cc1)c1ccc(CN2CCc3ccccc3C2)cc1	/	-6%	?	4%	0%	-5%	5.8µM*	16	1%
CCCCN(C(=O)c1cc(S(=O)(=O)N2CCCCCC2)ccc1OC)c1ccccc1	-30%	?	?	-24%	-6%	?	0%	-81*	?
O=C(Nc1ccncc1)c1c(Cl)cccc1Cl	45%[activator]	-3%	-8%	-2%	?	?	-6%	-61*	0%
CCCC(C)C(=O)Nc1ccncc1 (configuration not stated)	-3%	0%	-13%	-2%	1%	-1%	-24%	4	12%
COC(=O)CC1(C(=O)OC)Oc2ccccc2C(=O)N1c1ccc(F)cc1F (configuration not stated)	16%	14%	-14%	0%	8%	5%	1%	20	0%
NC(=O)c1oc2ccccc2c1NC(=O)c1ccc([N+](=O)[O-])o1	?	2.1µM*	3.7µM*	-19%	1.5µM*	?	7.3µM*	-91*	?
COC(=O)c1sc(NC(=O)COc2ccc(C)cc2)nc1C	3%	0%	22%	-3%	5%	0%	1%	-63*	1%
O=C(COC(=O)c1ccc2c(c1)OCO2)Nc1ccccc1Cl	/	9%	0%	-5%	2%	-3%	22%	-16	2%
O=C(Cc1cccc(C(F)(F)F)c1)Nc1ccccc1	-13%	8%	2%	-1%[57.1 µM]	0%	-1%	-13%	-14	-4%
COC(=O)c1cccnc1-n1c(=O)c2cccnc2n(Cc2cccc([N+](=O)[O-])c2)c1=O	/	7%	0%	-1%	-10%	0%	-16%	0	-2%
Cc1ccc(CNC(=O)CN(C(=O)C2(C)CC(=O)N=C3C=CC=CN32)c2ccccc2F)cc1 (configuration not stated)	1%	0%	7%	4%	4%	-1%	-1%	12	0%
Clc1ccccc1COc1ccc(/C=N/n2cnnc2)cc1	-6%	2%	-15%	-16%[57.1 µM]	3%	-5%	?	10	13%
CCC(C(=O)Nc1ccc(S(=O)(=O)N(C)C2CCN(C)CC2)cc1)c1ccccc1 (configuration not stated)	-8%	-8%	-20%	-2%	2%	2%	6%	-16	22%
CC(C)c1ccccc1NC(=O)Cn1c(-c2ccccc2Cl)nc2ccccc21	2%	-8%	22%	-26%[57.1 µM]	-9%	28%	?	9	-1%
O=C(N/N=C1\CCc2ccccc21)c1ccncc1	50%[activator]	-9%	0%	4%	-9%	?	-10%	-5	3%
CON/C=C(\C=Nc1ccc(Cl)cc1Cl)c1ncc(C(F)(F)F)cc1Cl	5%	5%	-2%	-3%	7%	-9%	1%	0	966%[0.0737 µM]
CS(=O)(=O)Nc1ccc(C(=O)NCCSCc2ccco2)cc1	14%	5%	36%	-23%	3%	2%	15%	-1	-4%
CCOC(=O)C(CCCCCOc1ccc([N+](=O)[O-])cc1)C(=O)OCC	-9%	-23%	3%	-9%	-7%	2%	7%	7	13%
CC(C)C(NC(=O)c1ccc(Cl)cc1)C(=O)NCC1CCCO1 (configuration not stated)	-2%	0%	10%	11%	24%	1%	?	3	2%
COc1ccc(Nc2nccc(N(C)C)c2C#N)cc1	30%	3%	1%	-4%	0%	-7%	-10%	42	1%
COc1cccc(N2CC(C(=O)Nc3nnc(SCCC4OCCO4)s3)CC2=O)c1 (configuration not stated)	-1%	17%	2%	7%[11.6 µM]	9%	-24%	2%	i	-2%
COc1ccccc1CNc1ncccn1	-3%	9%	9%	17%	11%	4%	0%	4	4%
COc1ccc(/C=N/n2nnnc2N)c(OC)c1	37%	13%	0%	-1%	-2%	3%	-1%	1	4%
CN1CCN(C(c2ccccc2)c2nnnn2C(C)(C)C)CC1 (configuration not stated)	13%	3%	11%	7%	7%	/	-6%	43	/
CNC(=O)c1c(NC(=O)CCS(=O)(=O)c2ccc(C)cc2)sc(C)c1C	-10%	2%	-4%	-1%	-14%	2%	-8%	4	-4%
Cn1c(=NC(=O)c2cnccn2)sc2ccccc21	-9%	0%	-5%	-5%	-2%	3%	15%	-2	-2%

No new results follow: an excerpt of the list.
SMILES	ATXN2 expr inh	HT1080 IDH1KD tx	KB-3-1 tox	WRN inhibitor	HT1080-NT tox	SW480 rerep	KB-V1 MDR tox	IL1B secr inh	MCF10A rereplic
COC(=O)CNC(=O)CSc1nc(N)cc(=O)[nH]1	11%	7%	-2%	2%	5%	1%	3%	15	4%
CCCCc1c(O)nc2n(c1=O)CCS2	-3%	-16%	-7%	-7%	0%[9.24 µM]	-2%	19%	17	-8%
O=C(O)CCCC(=O)N1N=C(c2ccccc2)CC1c1cccs1 (configuration not stated)	2%	7%	11%	4%	11%	-6%	10%	9	-13%
CCOC(=O)C1=C(C)OC(=Cc2ccccc2)C1=O	/	0%	17%	-12%	8%	/	6%	32	/
Cc1cc(S(=O)(=O)Nc2cccc(O)c2)c(C)s1	-3%	-9%	3%	-4%	-1%	1%	7%	-6	?
CCN(CC)C(=O)CSc1ncnc2c1cnn2-c1ccccc1	44%[activator]	-16%	-1%	-10%	-19%	-2%	?	-12	13%
CCN(CC)c1ccc2oc(=O)c(C)nc2c1	?	?	1%	?	?	?	-2%	0	20%
Cc1sc2ncnc(SCC(=O)N(C(C)C)C(C)C)c2c1C	-11%	13%	1%	2%	9%	20%	7%	13	0%
O=C(Nc1ccc(F)cc1)c1ccc(CN2CCc3ccccc3C2)cc1	/	-6%	?	4%	0%	-5%	5.8µM*	16	1%
CCCCN(C(=O)c1cc(S(=O)(=O)N2CCCCCC2)ccc1OC)c1ccccc1	-30%	?	?	-24%	-6%	?	0%	-81*	?
O=C(Nc1ccncc1)c1c(Cl)cccc1Cl	45%[activator]	-3%	-8%	-2%	?	?	-6%	-61*	0%
CCCC(C)C(=O)Nc1ccncc1 (configuration not stated)	-3%	0%	-13%	-2%	1%	-1%	-24%	4	12%
COC(=O)CC1(C(=O)OC)Oc2ccccc2C(=O)N1c1ccc(F)cc1F (configuration not stated)	16%	14%	-14%	0%	8%	5%	1%	20	0%

Compounds were not picked by outcome, and some 12% of all compounds hit somewhere here.
